# Lipid droplet: hepatic lipid droplet formation modulation | 240,000 tested, 0.4% active | inhibition, % at 6.5 µM | AML12 mouse hepatocytes, oleate lipid droplets, BODIPY imaging;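 active means lipid droplet intensity inhibited by at least 50%, with more than 500 cells counted; inconclusive means wells with under 300 cells, treated as cytotoxic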
#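 Material – mouse AML12 hepatocyte cell line, fixed after treatment · Compound dosing – one dose, 6.5 µM compound · Times – compound with oleate, overnight · Measured by – Image-based BODIPY and DAPI two-channel analysis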
# K1F lysis inhibition: inhibition of K1F phage lysis, E. coli UTI89, bacterial capsule biogenesis inhibitors, alamar blue (AID 488966); E. coli UTI89 K1F phage lysis, alamar blue, 2 h; higher % means a stronger effect; one-dose inhibition, % at 100 µM; IC50 in µM for titrated hits; 340,000 tested, 0.02% active;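 active means phage lysis inhibition, versus mean bacterial control, above a set limit; inconclusive means no clear call, values can overlap the other calls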;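 further: capsule biogenesis inhibitors block K1F phage lysis so surviving cells raise fluorescence; higher fluorescence means more inhibition of phage lysis; actives were called in the ten point dose series up to 300 µM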
# Myeloid diff 2: promotes myeloid progenitor differentiation | ER-HoxA9 myeloid progenitors, lysozyme-GFP differentiation, flow cytometry | calls only at 10 µM | 360,000 tested, 1% active;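 active means normalized GFP-positive differentiation at or above the plate's own cutoff, the solvent-only control mean plus 3 SD; inconclusive means no clear call, values can overlap the other calls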;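 further: cells exposed to compound for four days before flow analysis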
# Lipid droplet cells 6.5 µM: second read-out of Lipid droplet, no call of its own (marks repeat the call); cell count; measured here: cell count, cytotoxicity flag;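 cells counted across two imaged fields per well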
# Myeloid diff 2 GFP+ MAC1+ %: second read-out of Myeloid diff 2, no call of its own (marks repeat the call); GFP+ MAC1+ double positive, %; measured here: differentiation confirmed by MAC1 staining
# An asterisk follows results filed as active; i = inactive; ? = inconclusive; . = no result given; [ ] = another dose, or the depositor's remark. A portion of the library; count on the stated rates, not on these rows.
Molecule	Lipid droplet	Lipid droplet cells 6.5 µM	K1F lysis inhibition	Myeloid diff 2	Myeloid diff 2 GFP+ MAC1+ %
C[C@H](NC(=O)c1cc2cc(Cl)ccc2n1C)C(=O)N[C@@H](C(=O)O)c1ccccc1	11	821	-0.1%	i	0.2
O=C1NCCCCC1NS(=O)(=O)c1ccc(Cl)cc1 (stereo unspecified)	-1	846	0.2%	i	0.7
CCOC(=O)c1ccc(N2C(=O)CC(Sc3nc(C)cc(C)n3)C2=O)cc1 (stereo unspecified)	4	787	0.2%	i	0.1
COc1ccc(Nc2nnc(Cc3ccncc3)c3ccccc23)c(OC)c1	42	710	0.1%	?	.
Oc1ccccc1Oc1ncc(Br)c(Cl)n1	-1	856	1.3%	i	1.0
O=C(O)CCc1ccc(-c2ccc(Br)cc2)n1-c1cccc(O)c1	-16	804	0.0%	i	0.7
Cc1ccc(NC(=O)c2c([N+](=O)[O-])cnn2C)cc1C	-41	798	0.2%	i	0.4
CCCCN(C(=O)C1CC(=O)N(c2ccc(OC)cc2OC)C1)c1c(N)n(CC(C)C)c(=O)[nH]c1=O (stereo unspecified)	4	864	1.8%[50 µM]	i	0.7
O=C(NC1CCCCNC1=O)c1ccco1 (stereo unspecified)	-3	789	0.2%	i	0.3
COc1ccc(OC)c(CN2CCN(C(=O)c3ccco3)CC2)c1	10	830	-1.5%	i	0.5
O=C(Nc1ccon1)Nc1cccc(Cl)c1Cl	-1	806	1.8%[50 µM]	i	0.0
C=COCCCNc1ncnc2sc(-c3ccccc3)cc12	7	833	0.3%	i	0.2
NC(=O)CCN1CCN(C(=O)c2ccc3nc(Cc4cccc(Cl)c4)oc3c2)CC1	1	808	0.9%[50 µM]	i	0.5
CCn1cc(C(=O)N[C@@H](CCSC)C(=O)NC(C)(C)CO)c(=O)c2cc3c(cc21)OCO3	2	696	-0.1%	i	2.5
CCC(C(=O)NCCc1c[nH]c2cc(OC)ccc12)c1ccccc1 (stereo unspecified)	9	837	0.1%	i	1.2
COc1ccc(Cn2c(=O)[nH]c3cc(C(=O)N4CCN(c5ccc(C(C)=O)cc5)CC4)ccc3c2=O)cc1	11	739	0.2%	i	5.1
COc1ccccc1CN1CC(C(=O)NCc2cc(F)ccc2C)CCC1=O (stereo unspecified)	-28	620	0.3%	i	3.8
CCOc1cccc(CN2CCC(n3nccc3NC(=O)CCCc3ccccc3)CC2)c1	-13	698	-0.1%	i	0.7
Cc1ccccc1C(=O)N1CCC(n2nccc2NC(=O)C2CC2)CC1	12	690	-0.1%	i	0.8
O=C(NCc1ccco1)c1ccc2[nH]c(=O)c(=O)[nH]c2c1	15	777	-0.1%	i	1.4
Cc1ccnc(SCC(=O)Nc2sccc2C#N)n1	-78	573	0.0%	i	0.3
COc1ccccc1NS(=O)(=O)c1ccc(C)c(C(=O)NCC(c2ccco2)N2CCCCC2)c1 (stereo unspecified)	-2	857	0.0%	i	0.0
CCc1ccc(S(=O)(=O)Nc2ccc(Br)cn2)cc1	1	832	-3.3%	i	2.4
O=C1C(=O)N(Cc2cccnc2)C(c2cccc(F)c2)/C1=C(/O)c1ccc2c(c1)OCO2 (stereo unspecified)	0	833	2.1%[50 µM]	i	0.3
Cc1cc2c(cc1S(=O)(=O)Nc1cccc(F)c1)n(C)c(=O)c(=O)n2C	0	780	6.1%	i	1.4

# The last three compounds of the part above open the next one:
Molecule	Lipid droplet	Lipid droplet cells 6.5 µM	K1F lysis inhibition	Myeloid diff 2	Myeloid diff 2 GFP+ MAC1+ %
CCc1ccc(S(=O)(=O)Nc2ccc(Br)cn2)cc1	1	832	-3.3%	i	2.4
O=C1C(=O)N(Cc2cccnc2)C(c2cccc(F)c2)/C1=C(/O)c1ccc2c(c1)OCO2 (stereo unspecified)	0	833	2.1%[50 µM]	i	0.3
Cc1cc2c(cc1S(=O)(=O)Nc1cccc(F)c1)n(C)c(=O)c(=O)n2C	0	780	6.1%	i	1.4
CN(CC(=O)Nc1ccc(Cl)c(C(F)(F)F)c1)C(=O)Cc1cccs1	-32	833	-1.5%[50 µM]	i	0.6
COc1ccc(CN2CCC(n3nccc3NC(=O)C3CC3)CC2)c(Cl)c1OC	0	821	0.0%	i	1.0
CCOc1ccc2nc(SCC(=O)NC3CCCCC3)[nH]c2c1	8	783	0.3%	i	2.3
CCN(CCn1cccn1)C(=O)c1cc(COc2ccccc2SC)on1	29	666	-0.2%	i	0.3
COc1ccc(OCC(=O)Nc2ccc3c(c2)nc(CCn2ccccc2=O)n3C)cc1	16	749	-0.3%	i	3.8
COc1ccc(Cc2nnc(SCC(=O)Nc3ccccc3C#N)o2)cc1	-8	683	1.5%[50 µM]	i	1.6
Cc1cc(OCC(=O)NCCCN2CCCC2=O)c2c(C)c(C)c(=O)oc2c1	-2	788	0.2%	i	1.5
O=C(OCC1OC(n2cc(Br)c(=O)[nH]c2=O)C(Br)C1O)c1ccccc1 (stereo unspecified)	-3	797	1.0%[50 µM]	i	0.0
CC1CN(C(=O)CCC(=O)N2CCN(c3ccccn3)CC2)c2ccccc2O1 (stereo unspecified)	-20	748	-1.1%	i	4.7
Cc1cc(C)c(S(=O)(=O)NC2CC2)c(C)c1	-1	799	0.3%	i	0.2
CCOC(=O)N1CCN(C2CCCN(C(=O)c3cccc(N(C)C)c3)C2)CC1 (stereo unspecified)	-5	749	0.0%	i	1.0
Cc1c(CCC(=O)N2CCC(C(=O)O)CC2)c(=O)oc2cc3oc4c(c3cc12)CCCC4	-13	746	-0.9%	i	2.2
CCOc1ccc(CCNS(=O)(=O)c2c(C)nc3scc(C)n3c2=O)cc1OCC	-1	833	0.1%	i	0.4
O=C(OCC(=O)c1ccc(Cl)cc1Cl)c1cnccn1	-3	806	0.1%	i	1.7
COc1ccc(C2C(C(C)=O)=C(O)C(=O)N2c2ccc(F)cc2)cc1 (stereo unspecified)	5	857	0.4%	i	0.6
Oc1ccccc1C1CCCCC1c1ccccc1 (stereo unspecified)	-1	800	-0.3%	i	0.2
CCOc1ccc(CCNC(=O)Cc2ccc(NC3=NC4CS(=O)(=O)CC4S3)cc2)cc1 (stereo unspecified)	-1	783	1.7%	i	3.1
COc1ccc(S(=O)(=O)N2CCC(C(=O)N3CCCC3)CC2)cc1C	-14	760	0.2%	i	1.2
O=C(Nc1ccc(C(=O)NCCCN2CCCCC2)cc1)C1=CSCCO1	15	702	-0.3%	i	1.1
O=C(CN(CC1CCCO1)C(=O)CNS(=O)(=O)c1ccc(F)cc1)NCc1ccccc1 (stereo unspecified)	-21	787	0.2%	i	4.9
Cc1cc(OCC(=O)NCCN2CCOCC2)cc(C)c1Cl	7	835	1.9%	i	2.2
Cc1[nH]c(=O)[nH]c(=O)c1S(=O)(=O)Nc1cccc(C(F)(F)F)c1	3	818	-0.5%[50 µM]	i	0.7
COc1cc(C(=O)N2CCc3ccccc32)c([N+](=O)[O-])cc1OC	7	842	-0.1%	i	0.3
O=C(COC(=O)c1ccc(O)cc1O)Nc1ccc(Cl)cn1	0	851	-0.2%	?	.
Cc1ccc(NC(=O)CS(=O)c2ccccc2N)c(C)c1 (stereo unspecified)	-3	805	0.2%	i	0.3

# 3 entries from above, ordered by the value under Myeloid diff 2 GFP+ MAC1+ %, low to high:
molecule | Myeloid diff 2 GFP+ MAC1+ %
CCN(CCn1cccn1)C(=O)c1cc(COc2ccccc2SC)on1 | 0.3
Cc1[nH]c(=O)[nH]c(=O)c1S(=O)(=O)Nc1cccc(C(F)(F)F)c1 | 0.7
CCOc1ccc2nc(SCC(=O)NC3CCCCC3)[nH]c2c1 | 2.3

# Further entries follow:
structure,Lipid droplet,Lipid droplet cells 6.5 µM,K1F lysis inhibition,Myeloid diff 2,Myeloid diff 2 GFP+ MAC1+ %
COc1ccccc1CN1CC(C(=O)N(C)CCc2nc3ccc(F)cc3[nH]2)CCC1=O (stereo unspecified),0,679,0.2%,i,0.0
COc1ccccc1CCC(=O)N1CCN(C(=O)c2ccccc2)CC1,4,830,0.1%,i,0.6
Cc1ccc(C(=O)NCCN2CCOCC2)cc1S(=O)(=O)N1CCCCC1,11,673,0.4%[50 µM],i,2.6
Cc1csc(NC(=O)C2CC(=O)N(c3ccc(C)c(C)c3)C2)n1 (stereo unspecified),-26,803,-1.2%,i,2.7
C=CCn1c(SCC(=O)Nc2ccc(OC)cc2)nnc1-c1cnccn1,-13,725,0.3%,i,1.6
COc1ccc(C(C)C)cc1S(=O)(=O)Nc1ncn[nH]1,-2,766,-0.5%,i,0.3
CCOc1ccc(OCc2ccc(C(=O)N3CCCCC3)o2)cc1,23,769,0.1%,i,2.3
O=C(CCNC(=O)N1CCn2c1nc1ccccc12)NCc1ccccc1,6,750,0.4%,i,0.7
CC(C)(C)C(=O)N1CCN(c2nc3ccc(Cl)cc3s2)CC1,-16,394,-0.1%,i,0.3
CCN(CC)CCC(=O)N1c2ccccc2CCc2ccc(NC(=O)OC(C)C)cc21,-13,834,-1.2%,i,0.2
CCOc1ccc2nc(N3CCCC(C(=O)NC4CCCC4)C3)sc2c1 (stereo unspecified),-6,647,-0.1%,i,0.3
Cc1cccc(OCCC(=O)Nc2ccc(Cl)cc2F)c1,0,845,3.9%,i,0.6
Fc1ccccc1CN1CCN(c2ncccn2)CC1,1,862,0.3%,i,1.0
Cc1cc(-c2ccc(C)c(S(=O)(=O)N3CC(=O)Nc4ccccc43)c2)on1,-9,700,0.2%,i,0.0
C=CCn1c2c(c(=O)[nH]c1=S)CN(C(C)c1ccccc1)CN2 (stereo unspecified),-20,726,-0.4%[50 µM],i,0.4
Cc1c(C)c2ccc(O)c(CN3CCCC3)c2oc1=O,-1,805,0.1%,i,1.1
COc1ccccc1N1CCN(C(=O)CCc2ccccc2)CC1,-17,818,0.2%,i,1.4
CC(C)N(Cc1nccn1C)C(=O)c1cc(COc2ccc(F)cc2Cl)on1,-15,845,0.3%[50 µM],i,0.4
COc1cc2cc(C(=O)N3CCc4ccccc4C3)[nH]c2cc1OC,10,709,0.1%,i,2.8
CC(OC(=O)CNS(=O)(=O)c1ccc2ccccc2c1)C(=O)N(C)c1ccccc1 (stereo unspecified),0,875,0.0%,i,0.0
COc1ccc(CCNC(=O)CCNC(=O)c2ccco2)cc1OC,-1,747,0.1%,i,0.9
O=C(CN1C(=O)c2ccccc2C1=O)Nc1ccccc1C(F)(F)F,5,791,0.6%,i,0.3
O=C(Cc1ccccc1)NCC(=O)N1CCC1,-11,745,0.3%,i,1.4
COc1ccc(NC(=O)Cn2nnc(C(=O)NCc3cccs3)c2N)cc1,11,739,0.3%,i,3.4
O=C(N=C1SC2CS(=O)(=O)CC2N1c1cccc(Cl)c1)C1CCCO1 (stereo unspecified),-12,812,0.2%,i,0.6
O=C(NCC1CCCO1)c1cc(-c2ccc(F)cc2)no1 (stereo unspecified),29,692,-0.1%,i,0.0
O=C(COc1ccccc1Cl)N(Cc1cccs1)C1CCS(=O)(=O)C1 (stereo unspecified),-16,805,-0.6%,i,0.7
CC(C)c1cc(C(=O)OCC(=O)N2CCN(C(=O)c3ccco3)CC2)c(O)c(C(C)C)c1,1,846,-0.1%,i,0.5
CCOc1ccc(NC(=O)Cn2nnc(C(=O)NCc3cccs3)c2N)cc1,-11,691,-0.2%,i,5.5
CC(C)CNC(=O)C(=O)Nc1cc2c3c(c1)CCC(=O)N3CCC2,-1,652,-0.2%,?,.
Cc1ccc(N2CC(C(=O)Nc3ccc(N4CCOCC4)cc3)CC2=O)cc1C (stereo unspecified),-23,739,-0.4%,i,0.7
O=C(Nc1c2c(nn1-c1ccccc1)CS(=O)(=O)C2)c1ccc2c(c1)OCO2,-1,813,0.2%,i,6.3
O=C(Nc1ccc(OC(F)F)cc1)c1cc(S(=O)(=O)N2CCOCC2)ccc1F,-2,663,-0.2%,i,0.7
Cn1cnnc1SCC(=O)NC1CCCC1,7,876,-0.1%,i,0.5
COc1cc(OC)cc(C(=O)Nc2ccc3c(c2)n(C)c(=O)n3C)c1,-5,775,-0.4%,i,0.3
NC1=NC(c2cccc(Cl)c2)N(CCc2ccc(F)cc2)C(N)=N1 (stereo unspecified),7,418,0.5%,i,0.6
